# Giardia kill: Giardia lamblia killing | Giardia lamblia trophozoite viability | activity change, % at 7.66 µM, hits read low | 340,000 tested, 0.15% active | AID 540267; in the data active = activity change below about -80%; inconclusive = between about -30% and that limit;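 also: parasites exposed to compound for two days anaerobically before the ATP read; % is scaled to controls: 0 for no effect and ±100 for the full control effect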
#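 Media and compound were dispensed first, then trophozoites at 100 cells/well; plates sat 48 hrs at 37 deg C without oxygen before ATP luminescence reagent was added and read after 15-30 min at room temperature.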
# PKM2 act: increases activity of human pyruvate kinase M2; AID 1631; P14618; Potency, µM (titrated, usually from 57.5 µM), for inactives: at the top dose activation, actives largely listed as activators; 260,000 tested, 0.34% active; purified PKM2, Kinase-Glo ATP luminescence, activation; response scale: 0% is enzyme alone, no compound; also: potency is read from the fitted curve at half-maximal effect; % is scaled to controls: 0 for no effect and ±100 for the full control effect; nearly all actives have a fitted effect of over 55% in size
# Target sequence (P14618 whole entry, looked up): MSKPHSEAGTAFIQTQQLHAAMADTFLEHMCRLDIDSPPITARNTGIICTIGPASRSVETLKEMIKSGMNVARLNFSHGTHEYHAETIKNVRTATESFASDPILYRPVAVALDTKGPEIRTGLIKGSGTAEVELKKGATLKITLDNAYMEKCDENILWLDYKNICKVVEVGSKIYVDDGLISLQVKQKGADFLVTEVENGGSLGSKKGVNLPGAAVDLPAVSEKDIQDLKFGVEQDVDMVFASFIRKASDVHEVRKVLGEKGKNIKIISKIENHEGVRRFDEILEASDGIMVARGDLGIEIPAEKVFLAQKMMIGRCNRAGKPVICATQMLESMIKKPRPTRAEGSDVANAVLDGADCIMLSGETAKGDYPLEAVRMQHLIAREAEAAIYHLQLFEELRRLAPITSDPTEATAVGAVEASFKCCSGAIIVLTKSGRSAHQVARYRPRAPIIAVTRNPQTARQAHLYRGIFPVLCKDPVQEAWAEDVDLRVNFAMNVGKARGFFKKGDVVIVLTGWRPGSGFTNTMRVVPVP
#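 hPK-M2, >95% pure; 0.1 mM ADP / 0.5 mM PEP final; imidazole pH7.2 buffer w/ 7 mM MgCl2, 50 mM KCl; 1 h RT; Kinase-Glo lum. Intermediate enzyme activity for dual inhibitor/activator qHTS.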
# MLL CXXC-DNA inh: blocks binding of human MLL CXXC domain to DNA; Q03164; MLL-CXXC / FITC-HOXA9 DNA fluorescence polarization; Potency, µM (titrated, usually from 115 µM), without a hit: at the highest dose activity change, negative = inhibition, hits mostly inhibitors; 290,000 tested, 0.037% active; AID 2662; active = well fitted inhibition curve with a large enough effect in the polarisation, with a control signal flat, not every such curve was filed as active; inconclusive = small, poorly fitted or top-dose-only effect, or effect the other way, or a change in a side signal; inactive = no such curve, though single readings can be large or run the other way; the % refers to the polarisation; also: potency is read from the fitted curve at half-maximal effect
#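 Fluorescence polarization: 7 uM MLL-CXXC (stock) preincubated 5 min with compounds, then 50 nM fluorescein-HOX-A9 DNA (stock) added; 30 min ambient. Buffer 50 mM Tris-HCl pH 7.5, 50 mM NaCl, 1 mM DTT, 0.05% BSA.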
# FBPA coupling cs: counter-screen for Giardia aldolase inhibitors: coupling enzyme system. coupling enzyme system counterscreen, AmpLite Red fluorescence. activity change, negative = inhibition, % at 58.2 µM, hits read low. 290,000 tested, 0.67% active. AID 2472; in the data active = activity change below about -30%; also: % is scaled to controls: 0 for no effect and ±100 for the full control effect
#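 First, compound is pin-transferred into glyceraldehyde-3-phosphate coupling-enzyme reagent at 57.5 uM final and held 10 min at RT. Next, substrate, coupling system and AmpLite Red are added. After 20 min RT, fluorescence (525/598 nm) is read.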
# B2AR arrestin: beta2AR (human) beta-arrestin recruitment activity; beta-arrestin recruitment to beta2AR, cell-based reporter; 330,000 tested, 0.02% active; Potency, µM (top dose mostly 46.1 µM), inactives show at the highest dose activation, most hits filed as activators;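 also: potency is read from the fitted curve at half-maximal effect; 0% = DMSO controls and full agonism = EC100 isoproterenol or metaproterenol; nearly all actives have a fitted effect of over 65% in size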
# Menin-MLL TR inh: menin-MLL binding inhibition, Texas Red mutant peptide. O00255. Menin + Texas Red MLL mutant peptide, fluorescence polarization. Potency, µM (highest dose often 61.6 µM), inactives show top-dose FP activity change, negative = inhibition, hits mostly inhibitors. 270,000 tested, 0.23% active. AID 1768; active = well fitted inhibition curve with a large enough effect in the polarisation, with a control signal flat, not every such curve was filed as active; inconclusive = small, poorly fitted or top-dose-only effect, or effect the other way, or a change in a side signal; inactive = no such curve, though single readings can be large or run the other way; the % refers to the polarisation; also: potency is read from the fitted curve at half-maximal effect; % of control where 0% means no effect; many of its hits are not listed in these tables
# TRPV1 agonist: agonists of human vanilloid receptor 1 (TRPV1); Q8NER1; TRPV1-expressing cells, Fluo-8 calcium influx, agonist mode; 320,000 tested, 0.19% active; AID 540275; activation, % at 8.33 µM; in the data active = activation above about 80%; inconclusive = between about 30% and that limit; also: 0% is about no effect
#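 Cells expressing TRPV1 were dye-loaded with Fluo-8 and read kinetically: 10 s baseline, 3 min after compound (agonist portion), then 2 min after EC20 capsaicin (allosteric enhancer portion). Calcium-bound dye fluorescence at 480/520 nm.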
# GALK inhibitor: blocks human galactokinase activity; Potency, µM (titrated, usually from 57.5 µM), for the others: at the highest dose activity change, negative = inhibition, actives largely listed as inhibitors; Purified GALK, Kinase-Glo residual ATP luminescence; 270,000 tested, 0.007% active; P51570; also: potency is read from the fitted curve at half-maximal effect; % is scaled to controls: 0 for no effect and ±100 for the full control effect
#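 Compounds were pin-transferred into ATP buffer (35 uM final), then GALK plus galactose (5 nM, 100 uM final) was added. After 1 h at room temperature, Kinase-Glo Plus was added and luminescence read after 10 min.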
# USP2a block: USP2a (human) protease inhibition. USP2 core, Ub-CHOP2 coupled fluorogenic reporter, 485/531. Potency, µM (doses to about 38.3 µM), inactives show top-dose activity change, negative = inhibition, actives largely listed as inhibitors. 330,000 tested, 0.01% active. AID 463254;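 also: potency is read from the fitted curve at half-maximal effect; plate controls were DMSO wells for no effect and full inhibition by NEM control for full effect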
# Target sequence (O75604 whole entry, looked up): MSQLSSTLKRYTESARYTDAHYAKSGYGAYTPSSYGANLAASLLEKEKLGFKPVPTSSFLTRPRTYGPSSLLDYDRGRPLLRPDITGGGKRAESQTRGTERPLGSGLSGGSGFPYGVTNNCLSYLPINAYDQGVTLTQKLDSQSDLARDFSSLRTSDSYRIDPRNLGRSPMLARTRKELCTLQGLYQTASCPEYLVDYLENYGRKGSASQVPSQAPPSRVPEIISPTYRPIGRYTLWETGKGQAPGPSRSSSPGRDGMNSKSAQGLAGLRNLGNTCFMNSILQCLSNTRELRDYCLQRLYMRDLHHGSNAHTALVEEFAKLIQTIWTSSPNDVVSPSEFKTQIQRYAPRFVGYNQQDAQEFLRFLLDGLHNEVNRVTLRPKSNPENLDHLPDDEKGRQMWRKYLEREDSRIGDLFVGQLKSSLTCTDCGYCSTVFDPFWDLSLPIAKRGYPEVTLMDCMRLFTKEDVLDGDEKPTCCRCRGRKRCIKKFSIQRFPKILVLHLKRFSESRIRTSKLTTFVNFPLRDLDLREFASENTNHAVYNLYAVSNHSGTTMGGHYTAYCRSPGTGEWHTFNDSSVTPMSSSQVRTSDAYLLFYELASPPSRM
#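 Cell-free coupled assay: 10nM USP2 core preincubated 30min RT with compound in Tris-HCl pH 8.0/CaCl2/CHAPS buffer, then 25nM Ub-CHOP2 and 25nM reporter substrate; fluorescence (Ex 485/Em 531) read after 60min RT, normalized to NEM inhibition, concentration-response curves fitted.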
# KCNH2 WT inh: KCNH2 (human, wildtype) channel inhibition | activity change, % at 1.84 µM | U2OS, BacMam KCNH2, thallium flux FluxOr; active compounds read low | 340,000 tested, 0.37% active;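 active = maximum activity change below -70%; inconclusive = maximum activity change between -70% and -50%; inactive = maximum activity change above -50%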; also: % is scaled to controls: 0 for no effect and ±100 for the full control effect
#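 U2OS cells transduced with wild-type KCNH2 virus are loaded with FluxOr dye for 45 min, and thallium flux is measured in kinetic reads before and after stimulation buffer. Rate constants are normalized to DMSO controls.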
# KCNH2 3.1 block: inhibitors of human KCNH2 3.1 potassium channel isoform | U2OS KCNH2 3.1, thallium flux FluxOr; active compounds read low | activity change, % (tested at about 1.8 µM) | 340,000 tested, 0.95% active | AID 720553;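 active = maximum activity change below -70%; inconclusive = maximum activity change from -70% to -50%; inactive = maximum activity change above -50%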;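 also: thallium influx rate constant from kinetic fluorescence after stimulation buffer; % is scaled to controls: 0 for no effect and ±100 for the full control effect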
#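 Normalized rate constant (relative to positive and negative DMSO controls) derived from a 2 min kinetic fluorescence read after stimulation; U2OS cells expressing the 3.1 isoform via virus at 1.77 x 10^8 /mL.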
# Active calls of the source: *; ? = inconclusive; · = no result given; [ ] = dose if it differs, or a comment. Unless noted, calls follow the shape of the dose curve; as a rule, active = well fitted curve in the direction sought with a large enough effect; inconclusive = small, poorly fitted or top-dose-only effect, or another doubt; inactive = no such curve, though single readings can be large; an effect the other way counts as inactive or inconclusive. Not all compounds are listed. The share of hits here may be higher or lower than overall.
# Below each SMILES – USP2a block	KCNH2 3.1 block	FBPA coupling cs	B2AR arrestin	MLL CXXC-DNA inh	PKM2 act	Menin-MLL TR inh	Giardia kill	KCNH2 WT inh	GALK inhibitor	TRPV1 agonist
CCOC(=O)c1ccccc1NC(=O)C1CCN(c2ncnc3sc(C)c(C)c23)CC1
→ 1%	6	·	0.0%	·	·	·	-1	1	·	-2
Clc1cc(Cl)c(Cl)cc1Cl
→ -1%	15	·	-1.5%	·	·	·	28	-2	·	3
Cc1ccc(S(=O)(=O)n2c3ccc(Cl)cc3c3nc(C)sc32)cc1
→ 1%	-15	3	-0.8%	8%	6%	-1%	-2	-7	0%	-6
O=C(COC(=O)c1ccc(O)cc1O)c1ccc2c(c1)OCCO2
→ -1%	11	·	0.1%	·	·	·	-26	2	·	·
COc1ccc([C@H]2Oc3cc(O)cc(O)c3C(=O)C2[C@@H]2C(=O)c3c(O)cc(O)cc3O[C@@H]2c2ccc(OC)cc2)cc1 (stereo not given in full)
→ -1%	·	-1	2.8%	6%	-1%	·	-8	·	-11%	11
COc1ccccc1OCC(=O)Nc1ccc2c(c1)n(C)c(=O)n2C
→ 1%	-2	2	-0.9%	18%	-7%	16%	-5	4	1%	7
CCOC(=O)c1cnc2cc(C)nn2c1-c1ccccc1
→ 0%	-19	0	-1.9%	-2%	-2%	-5%	-12	-3	-4%	-1
C=CCn1c(SCC(=O)NC2CCCCC2)nnc1-c1ccc(OC)cc1
→ 0%	-3	2	0.1%	7%	-1%	-6%	-5	4	·	3
COc1cccc(C(=O)NCCSCc2c(F)cccc2Cl)c1
→ 1%	-1	-1	-1.0%	5%	7%	-14%	-18	4	4%	?
CC1CCCC(C)N1S(=O)(=O)c1ccc(S(=O)(=O)NCc2ccccc2)cc1 (stereo not given)
→ -2%	-2	-4	-0.7%	8%	-2%	4%	-9	-7	1%	2
Cc1ccc(NC(=O)CN2C(=O)NC3(CCc4ccccc43)C2=O)cc1 (stereo not given)
→ -3%	-8	2	0.0%	7%	16%	0%	?	9	12%	26
O=Cc1cn(CC(=O)Nc2ccc(F)cc2)c2ccccc12
→ -1%	-5	-1	0.0%	6%	-10%	13%	6	-3	-1%	-7
Cn1cnnc1SCC(=O)Nc1ccc(S(=O)(=O)N2CCOCC2)cc1
→ -1%	-12	·	0.1%	·	·	·	14	-8	·	2
COc1ccccc1NC(=O)CSCc1ccc([N+](=O)[O-])cc1
→ 0%	-199*	-2	-0.2%	3%	-2%	-2%	9	-149*	7%	3
CN(C)CCNc1ncnc2c1sc1nc(N3CCOCC3)c3c(c12)CC(C)(C)SC3
→ -1%	-7	-7	-0.5%	?	-4%	-25%	5	-21	-4%	1
COc1ccccc1NC(=O)N1C2CCCC1CC(NC(=O)c1ccccc1)C2 (stereo not given)
→ 1%	9	1	0.2%	8%	-2%	-22%	8	1	0%	-3
Fc1ccc(CSc2nncn2NCc2ccc3c(c2)OCO3)cc1
→ 0%	-7	4	0.1%	7%	-6%	-8%	22	2	1%	?
Cc1ccc(S(=O)(=O)N2CCOCC2)cc1NC(=O)COc1ccc2c(C)cc(=O)oc2c1
→ 1%	-10	·	0.3%	4%	-7%	·	3	-3	0%	3
CCN(CC)CCCN(Cc1cc2cc3c(cc2[nH]c1=O)OCO3)C(=O)Nc1ccccc1OC
→ -2%	3	0	-0.2%	5%	5%	0%	-4	3	0%	1
CCOCCCNC(=O)c1cc(Nc2ccc(OC)cc2OC)nc2ccccc12
→ -1%	2	0	-0.5%	-1%	·	23%	-18	-11	-1%	2
COc1ccc(-c2oc3ccc(-c4cc(OC)c(OC)c(OC)c4)cc3c2C(=O)c2ccc(OC)nc2)cc1
→ -2%	9	-4	-0.8%	-3%	2%	22%	-22	9	·	1
CCCc1ccc(-c2cc(C(=O)N3CCN(c4ccccn4)CC3)c3ccccc3n2)cc1
→ 1%	0	-3	-0.5%	-1%	-5%	?	?	6	1%	-1
CC(C)N(CCc1ccncc1)C(=O)Nc1ccc(F)cc1
→ 2%	-4	1	0.3%	11%	3%	6%[11.7 µM]	12	-5	2%	·
CNc1ccc(C2(O)C(=O)c3ccccc3C2=O)cc1
→ 1%	·	2	3.6%	-2%	-2%	-8%	-3	-8	3%	-3
O=C(Nc1ccccc1F)c1ccc(CSc2ccccc2)o1
→ 1%	0	-6	-0.5%	3%	-8%	12%	7	-2	-1%	?
CN(C)S(=O)(=O)c1ccc2c(c1)nc1n2CCC1
→ 4%	0	0	0.2%	-3%	1%	·	-3	-2	-2%	2
Cc1ccccc1C(=O)N(Cc1cccs1)C1CCS(=O)(=O)C1 (stereo not given)
→ 0%	-23	-1	-0.1%	-3%	8%	-8%	-2	10	7%	2
CCCCN(CC)C(=O)c1ccc(Cl)cc1
→ 2%	41	2	0.0%	-15%	0%	-5%	12	-1	14%	1
Cc1ccc(S(=O)(=O)N2CCN(C(=O)N3CCOCC3)C2C)cc1 (stereo not given)
→ 2%	1	5	0.4%	-8%	-17%	-5%	9	-10	2%	3
Nc1nc(Cl)cc(Nc2ccccc2Cl)n1
→ 0%	3	1	-0.3%	?	-1%	-5%	-13	6	1%	-1
COCCCNc1ncnc2ccc(C)cc12
→ 2%	12	3	-0.4%	16%	4%	10%	10	20	0%	2
COn1c(SCc2ccc(Cl)cc2)nc2ccccc2c1=O
→ 0%	0	0	-1.0%	-5%	3%	17%	7	4	2%	7
Cc1csc(=O)n1CCC(=O)NCc1ccc(F)cc1
→ 0%	-6	·	0.0%	·	·	·	-9	-8	·	·
CCC(=O)N1CCc2cc(S(=O)(=O)NC(C(=O)N3CCN(c4ccc(F)cc4)CC3)C(C)C)ccc21 (stereo not given)
→ 4%	-13	1	-0.2%	7%	·	-7%	-7	-46	0%	7
CC1CN(Cc2nnc(-c3ccccc3)o2)CC(C)O1 (stereo not given)
→ 2%	-3	-1	0.1%	1%	-6%	7%	2	1	2%	5
c1cnn(-c2cncc(-n3cccn3)n2)c1
→ 0%	2	2	-0.6%	1%	1%	-21%	3	-4	-3%	-4
O=C(Nc1nc(-c2cccnc2)cs1)c1ccc([N+](=O)[O-])cc1
→ 1%	7	1	0.1%	-2%	0%	·	-3	1	-2%	1
COCCn1c(N)c(C#N)c2nc3ccccc3nc21
→ -2%	7	-16	-0.5%	-2%	3%	·	-6	-10	-2%	-4
CN1CCN(CC(O)COCCOc2ccc(Br)cc2)CC1 (stereo not given)
→ 3%	20	0	-0.4%	-1%	11%	-4%	-5	3	1%	1
CC(C)(C)NCCCCOc1ccc(F)cc1
→ 7%	-7	2	0.2%	0%	3%	5%[11.7 µM]	-3	-8	3%	·
Cc1noc(C)c1S(=O)(=O)Nc1ccc(C(=O)NC2CCCCC2C)cc1 (stereo not given)
→ 0%	-6	2	0.4%	-5%	-4%	4%	7	-6	-1%	-2
COc1ccc(OC)c(NC(=O)Cn2cc(C#N)c3ccccc32)c1
→ -1%	-5	-6	-0.1%	-2%	1%	37%[activator]	-3	0	-4%	-3
COc1cc(C2C(C(C)=O)=C(O)C(=O)N2CCc2c[nH]c3ccccc23)ccc1O (stereo not given)
→ 2%	0	6	-0.7%	1%	3%	4%	-11	-4	3%	-2
NC(=NCc1ccc2c(c1)OCO2)NC(=O)c1ccccc1
→ 1%	11	-1	-0.4%	-23%	3%	-9%	?	0	4%	0
CCOC(=O)C1CCCN(C(=O)c2cccc(S(=O)(=O)N3CC(C)OC(C)C3)c2)C1 (stereo not given)
→ 0%	9	-1	2.8%	0%	-1%	·	-12	5	-1%	1
Cc1cc(C)n(/N=C/c2c[nH]c3ccccc23)c(=O)c1
→ 1%	-15	0	0.0%	-3%	12%	-11%	6	-1	5%	3
Cn1c(=O)[nH]c(=O)c2c1nc(Br)n2C/C=N/NC(=O)c1ccccc1
→ -3%	4	1	-0.2%	6%	-2%	·	15	3	-2%	11
CCCS(=O)(=O)N1CCCC(C(=O)NCc2ccc(C)cc2)C1 (stereo not given)
→ 3%	·	1	0.0%	6%	5%	18%	12	0	-2%	4
COc1cccc(NC(=O)CSc2nnnn2C(C)C)c1
→ -1%	6	-1	-0.3%	3%	-1%	1%	-5	-31	-4%	-2
Cc1nc(-c2ccc(Cl)cc2)sc1C1(C)CC(c2ccc([N+](=O)[O-])cc2)=NO1 (stereo not given)
→ -4%	?	1	-0.2%	-13%	-12%	·	-2	-19	3%	-3

# Bioassay records (PubChem BioAssay)
